Anthrax LF inh2 = inhibitors of Bacillus anthracis lethal factor protease; multiplex microsphere protease cleavage assay, LF; inhibition, % at 10 µM; actives 0.12% (n = 360,000); AID 588501; note: plate controls were buffer without enzyme for full effect and enzyme alone for no effect
FadD28 binding = blocks FadD28 binding to the bisubstrate probe. AID 588549. inhibition, % at 12.5 µM. actives 0.22% (n = 360,000). fluorescence polarization; in the data active = inhibition above about 8.5%, passing the limit was not always enough; inconclusive = no clear call, values can overlap the other calls
Y pestis TopoI = blocks Yersinia pestis topoisomerase I activity. activity, % at 10 µM. Y. pestis Topo-I cleavage product accumulation, plate reader. actives 0.064% (n = 360,000). AID 504884; in the data active = activity above about 50%, passing the limit was not always enough; inconclusive = no clear call, values can overlap the other calls; note: inactives centre near 2
CCHFV vOTU inh = blocks the CCHF virus ovarian tumor domain protease; CCHFV vOTU protease, Pep-AMC fluorescence; inhibition, % at 11.5 µM; actives 0.55% (n = 370,000); AID 651958; in the data active = inhibition above about 30%; note: 0% = vehicle wells with enzyme and 100% = no enzyme wells
PrPC surface inh = reduces human prion protein on the cell surface. inhibition, % at 13.8 µM. cell surface PrPC, TR-FRET read-out. P04156. actives 0.43% (n = 370,000); in the data active = inhibition above about 24%; note: 0% = median of the test wells and 100% = reference compound wells
BoNT F protease = BoNT F light chain protease inhibition; actives 0.22% (n = 360,000); inhibition, % at 10 µM; Multiplex microsphere protease cleavage assay, flow cytometry; in the data active = inhibition above about 35%, passing the limit was not always enough; inconclusive = no clear call, values can overlap the other calls; note: plate controls were buffer without enzyme for full effect and enzyme alone for no effect
BoNT A protease = BoNT A light chain protease inhibition; multiplex microsphere protease substrate cleavage, flow cytometry; inhibition, % at 10 µM; actives 0.17% (n = 360,000); AID 588499; note: plate controls were buffer without enzyme for full effect and enzyme alone for no effect
TcdB GH inh = blocks C. difficile toxin B glycohydrolase activity; TcdB glycohydrolase enzymatic assay, plate reader; P18177; inhibition, % at 9.99 µM; actives 0.24% (n = 350,000); in the data active = inhibition above about 10%
Target sequence (P18177 whole entry, looked up): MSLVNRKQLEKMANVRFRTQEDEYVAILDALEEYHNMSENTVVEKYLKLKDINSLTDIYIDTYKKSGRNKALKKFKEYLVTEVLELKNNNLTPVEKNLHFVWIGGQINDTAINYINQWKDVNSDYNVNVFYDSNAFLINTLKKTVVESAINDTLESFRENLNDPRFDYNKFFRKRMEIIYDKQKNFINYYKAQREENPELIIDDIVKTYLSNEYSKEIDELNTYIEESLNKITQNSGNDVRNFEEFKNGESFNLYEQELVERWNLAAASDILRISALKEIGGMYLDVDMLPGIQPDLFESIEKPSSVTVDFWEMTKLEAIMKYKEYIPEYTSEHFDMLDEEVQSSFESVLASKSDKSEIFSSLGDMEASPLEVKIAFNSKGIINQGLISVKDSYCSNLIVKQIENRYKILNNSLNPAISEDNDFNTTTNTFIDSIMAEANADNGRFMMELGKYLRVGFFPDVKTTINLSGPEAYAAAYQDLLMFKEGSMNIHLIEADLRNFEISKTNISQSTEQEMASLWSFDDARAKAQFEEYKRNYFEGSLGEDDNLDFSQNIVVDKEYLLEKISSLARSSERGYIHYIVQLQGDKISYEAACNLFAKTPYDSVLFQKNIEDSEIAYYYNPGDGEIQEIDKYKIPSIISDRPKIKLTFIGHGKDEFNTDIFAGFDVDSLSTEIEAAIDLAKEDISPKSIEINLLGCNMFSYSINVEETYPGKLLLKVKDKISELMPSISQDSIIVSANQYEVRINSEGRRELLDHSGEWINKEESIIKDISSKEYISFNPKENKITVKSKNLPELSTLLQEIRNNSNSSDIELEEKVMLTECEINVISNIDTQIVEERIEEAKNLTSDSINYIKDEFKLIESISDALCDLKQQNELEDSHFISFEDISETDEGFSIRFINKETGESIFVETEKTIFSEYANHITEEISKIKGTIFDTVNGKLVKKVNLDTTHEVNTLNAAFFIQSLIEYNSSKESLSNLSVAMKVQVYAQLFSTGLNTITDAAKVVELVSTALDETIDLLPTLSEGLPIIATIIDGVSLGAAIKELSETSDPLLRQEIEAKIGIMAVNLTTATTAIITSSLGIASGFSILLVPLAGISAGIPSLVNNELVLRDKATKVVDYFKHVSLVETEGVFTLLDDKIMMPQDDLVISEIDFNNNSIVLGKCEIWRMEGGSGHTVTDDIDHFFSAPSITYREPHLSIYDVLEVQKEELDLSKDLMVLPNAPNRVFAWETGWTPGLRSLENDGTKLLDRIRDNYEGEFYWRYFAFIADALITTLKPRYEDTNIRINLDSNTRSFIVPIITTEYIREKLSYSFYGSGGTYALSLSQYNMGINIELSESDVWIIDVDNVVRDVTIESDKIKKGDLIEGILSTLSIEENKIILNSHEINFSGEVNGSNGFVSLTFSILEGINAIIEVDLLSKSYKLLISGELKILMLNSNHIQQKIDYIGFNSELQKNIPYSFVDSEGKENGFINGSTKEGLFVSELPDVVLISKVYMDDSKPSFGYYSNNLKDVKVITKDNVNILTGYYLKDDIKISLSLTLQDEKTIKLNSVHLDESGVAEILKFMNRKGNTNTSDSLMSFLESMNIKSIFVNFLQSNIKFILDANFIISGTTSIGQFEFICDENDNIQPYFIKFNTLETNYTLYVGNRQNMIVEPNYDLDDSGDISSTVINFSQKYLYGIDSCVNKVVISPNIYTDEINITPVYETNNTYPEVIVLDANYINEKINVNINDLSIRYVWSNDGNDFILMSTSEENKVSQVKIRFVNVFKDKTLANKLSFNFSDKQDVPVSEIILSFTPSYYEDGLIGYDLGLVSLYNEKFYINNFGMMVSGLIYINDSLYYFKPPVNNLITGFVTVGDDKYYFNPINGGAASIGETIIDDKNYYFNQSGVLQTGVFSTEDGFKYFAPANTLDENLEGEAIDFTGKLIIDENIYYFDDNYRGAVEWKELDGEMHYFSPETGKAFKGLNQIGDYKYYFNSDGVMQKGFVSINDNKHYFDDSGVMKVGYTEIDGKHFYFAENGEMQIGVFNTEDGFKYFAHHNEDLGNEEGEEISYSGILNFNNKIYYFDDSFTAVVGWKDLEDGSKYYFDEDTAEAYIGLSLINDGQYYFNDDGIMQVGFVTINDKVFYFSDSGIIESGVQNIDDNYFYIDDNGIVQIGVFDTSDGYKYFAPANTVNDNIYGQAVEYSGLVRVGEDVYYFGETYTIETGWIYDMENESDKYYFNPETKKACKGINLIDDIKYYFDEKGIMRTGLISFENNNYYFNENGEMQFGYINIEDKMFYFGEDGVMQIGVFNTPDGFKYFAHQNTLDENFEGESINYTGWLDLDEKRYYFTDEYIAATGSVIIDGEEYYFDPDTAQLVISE
PfHsp40 rescue = compounds rescuing yeast from Plasmodium falciparum HSP40 toxicity | S. cerevisiae expressing PfHsp40, growth rescue, ATP luminescence | growth rescue, % at 12.5 µM | actives 0.68% (n = 340,000) | AID 504582; in the data active = growth rescue above about 28%, passing the limit was not always enough; inconclusive = no clear call, values can overlap the other calls;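 note: yeast W303a lacking pdr1 and pdr3 grown in galactose medium; growth measured after three days at 30 °C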
Active calls of the source: *; ? = inconclusive; . = not tested or not shown. Cut-off read from the data, not from the text of the source, unless noted: active = inhibition above about 30%; inconclusive = no clear call, values can overlap the other calls; inactive = below that. Outcome played no part in choosing rows; any-hit rate near 2.3%.

cpd	molecule	Anthrax LF inh2	FadD28 binding	Y pestis TopoI	CCHFV vOTU inh	PrPC surface inh	BoNT F protease	BoNT A protease	TcdB GH inh	PfHsp40 rescue
1	O=C(/C=C/c1ccccc1)NCCc1nc2ccccc2[nH]1	20	-3.0	-7	7	-4	?	-1.9	-1.5	0.9
2	CCC(C)NC(=O)N[C@@H](CCSC)C(=O)OC (stereo not given in full)	1	-4.3	-2	-13	-1	-4	-0.6	.	-0.9
3	O=C(CCn1cccc1)NCCc1ccc(Cl)cc1	-6	-4.0	2	16	5	-4	-0.2	.	0.5
4	C=CCC[C@@H](Cc1ccc(F)cc1)C(=O)OC[C@@H](Cc1ccccc1)NC(=O)[C@H](CC=C)CC(=O)NCCO	16	-2.9	12	17	-5	-9	-0.1	-0.6	0.3
5	CCn1c(=O)n(CC)c2cc(N3CCCC3)c(NC(=O)c3c(F)cccc3F)cc21	0	-2.2	4	3	-1	-3	-0.4	0.5	-1.0
6	O=C(c1cccn2c(=O)c3cc(Br)ccc3nc12)N1CCC2(CC1)OCCO2	1	-3.3	9	-12	-5	2	1.1	.	0.2
7	COCCCN1C(=O)C(=O)/C(=C(/O)c2ccc(S(=O)(=O)N3CCOCC3)cc2)C1c1ccc(Cl)cc1 (stereo not given)	-2	-2.8	3	-4	-4	-2	-1.5	-0.7	2.9
8	COc1cccc(C(=O)c2c(C)c(CCC#N)n3ccccc23)c1	-2	-3.7	13	-13	-13	-5	0.2	0.6	-0.5

Among those listed so far, these contain sulfur:
cpd	molecule	Anthrax LF inh2	FadD28 binding	Y pestis TopoI	CCHFV vOTU inh	PrPC surface inh	BoNT F protease	BoNT A protease	TcdB GH inh	PfHsp40 rescue
2	CCC(C)NC(=O)N[C@@H](CCSC)C(=O)OC (stereo not given in full)	1	-4.3	-2	-13	-1	-4	-0.6	.	-0.9
7	COCCCN1C(=O)C(=O)/C(=C(/O)c2ccc(S(=O)(=O)N3CCOCC3)cc2)C1c1ccc(Cl)cc1 (stereo not given)	-2	-2.8	3	-4	-4	-2	-1.5	-0.7	2.9

The list continues:
cpd	molecule	Anthrax LF inh2	FadD28 binding	Y pestis TopoI	CCHFV vOTU inh	PrPC surface inh	BoNT F protease	BoNT A protease	TcdB GH inh	PfHsp40 rescue
9	CCN(CC(=O)Nc1c(F)cccc1F)C(=O)c1ccc(S(=O)(=O)NCc2ccco2)cc1	-4	-1.7	-1	-4	6	7	0.8	1.3	1.0
10	COc1ccc(NC(=O)C2CCCN2C(=O)Nc2ccc(OC)cc2)cc1 (stereo not given)	0	-1.1	2	9	16	1	0.3	1.4	0.0
11	Cc1cc(C)c(OCC(=O)N(C)CC(=O)Nc2ccc(N3CCOCC3)cc2)c(C)c1	-2	1.9	1	2	-2	-3	1.0	1.1	-0.7
12	COc1ccc2nc(NC(=O)CSc3nnc(-c4ccoc4C)n3C)sc2c1	-2	-0.1	-3	24	5	19	0.8	.	0.7
13	Cc1cc(C)c(S(=O)(=O)NCC(c2ccco2)N2CCc3ccccc3C2)c(C)c1 (stereo not given)	-3	-4.1	?	30*	10	-6	-2.1	0.6	0.7
14	CC[C@@H](C)[C@H](NC(=O)CNC(=O)Cc1c(C)c2c(cc(C)c3c(C)coc32)oc1=O)C(=O)O	-2	-1.8	6	-55	4	-9	-1.5	0.9	0.1
15	COc1ccc(CCC(=O)Nc2ccc(S(=O)(=O)N3CCOCC3)cc2)cc1OC	11	-1.2	1	7	-5	-15	-0.6	0.6	.
16	CCOc1ccccc1NC(=O)CSc1nnc(-c2cnccn2)n1CC	3	-1.3	2	-8	8	0	0.7	.	-0.5
17	CN(C(=O)c1ccco1)c1nc(-c2ccc(Cl)cc2)cs1	9	1.3	1	-4	9	-22	-1.9	-1.1	-2.4
18	COc1cccc(OC)c1C(=O)OCC(=O)NCCCc1ccccc1	-8	-3.7	16	-9	2	-15	-3.7	0.9	-1.9
19	Cc1ccc(S(=O)(=O)NNC(=O)Nc2cccc(C)c2C)c(C)c1	2	-2.5	4	2	-6	9	1.4	1.9	-0.1
20	O=C(Nc1ccccc1)Nc1nnc(-c2cccs2)s1	-6	-5.2	12	-3	3	-2	-0.7	.	-0.4
21	CN1CCC(C)(C(=O)Nc2cccc3c2CCCC3)C1 (stereo not given)	-3	-3.7	4	-2	-2	-2	-0.6	0.8	.
22	CC(=O)Nc1ccccc1-c1nc2ccc(C(=O)N3CCN(c4cc(C)ccc4C)CC3)cc2[nH]c1=O	-4	-2.5	13	10	3	-6	-0.4	0.1	0.2
23	NNC(=O)c1ccc(Cl)cc1Cl	2	0.8	13	5	1	-6	0.3	0.8	0.2
24	Cc1nc(N)sc1Cc1ccc2c(c1)OCO2	-4	-3.1	1	2	7	-2	-0.4	.	0.6
25	S=c1[nH]cc(Oc2ccc(Cl)cc2Cl)c(=S)[nH]1	-11	-1.9	3	2	22	8	0.2	-1.1	.
26	O=C(c1ccc2c(c1)OCO2)C1CCCN(C2CCN(CCc3ccccc3)CC2)C1 (stereo not given)	0	-2.8	25	0	4	2	2.8	-1.1	0.6
27	CN1CCN(CCNC(=O)Nc2ccccc2C(F)(F)F)CC1	1	-2.7	-3	4	4	-1	0.4	.	-1.1
28	COc1ccc([N+](=O)[O-])cc1NC(=O)CSc1ccccc1	-3	-1.5	-5	21	-7	8	0.8	.	3.7
29	CC(=O)c1cccc(NC(=O)CSc2n[nH]c(-c3ccncc3)n2)c1	-1	-2.8	-7	-4	-4	-7	0.4	0.4	-0.8
30	COc1ccc2nc(SCC(=O)N(C)C3CCCCC3)[nH]c2c1	0	-1.2	5	5	2	-1	-0.1	0.8	1.1
31	O=C(NCC(c1ccc(F)cc1)N1CCOCC1)c1nn(-c2ccccc2)c(=O)c2ccccc12 (stereo not given)	-10	-3.6	7	9	-9	-6	-0.1	1.8	0.5
32	Cc1ccc(CNC(=O)Nc2ccc(C)cc2)cc1	-2	-0.1	9	-3	-1	4	0.8	1.4	-0.7

Along the list, from the results shown:
BoNT F protease for nos. 25–32 → 8, 2, -1, 8, -7, -1, -6, 4

Taken from above.
Cc1ccc(CNC(=O)Nc2ccc(C)cc2)cc1 – BoNT A protease: 0.8
O=C(c1ccc2c(c1)OCO2)C1CCCN(C2CCN(CCc3ccccc3)CC2)C1 (stereo not given) – Anthrax LF inh2: 0

The results go on:
Order of values – Anthrax LF inh2, FadD28 binding, Y pestis TopoI, CCHFV vOTU inh, PrPC surface inh, BoNT F protease, BoNT A protease, TcdB GH inh, PfHsp40 rescue
(33) COc1ccc(Nc2nc(-c3ccccc3)nc3ccccc23)c(OC)c1
→ -2, -0.8, -4, -9, 7, -10, -0.6, -0.4, -0.4
(34) COCCNC(=O)CCCCCN1C(=O)CCC1=O
→ -4, 1.1, -2, -4, 1, ?, -0.6, ., -0.1
(35) O=C1C(=O)N(Cc2ccccc2)C(c2cccc(O)c2)/C1=C(\O)c1ccc2c(c1)OCCO2 (stereo not given)
→ 0, 1.4, 0, 16, 3, 3, 2.6, 1.0, -0.5
(36) COCCN=C1NN=C(c2ccc(NC(C)=O)cc2)CS1
→ -2, -4.5, -14, 10, 0, -11, -0.2, 1.2, -0.9
(37) CCOc1ccc(N2C(=O)CN=C2Nc2ccccc2F)cc1
→ 0, 3.0, 3, -4, -8, -6, -0.5, ., 1.9
(38) C#CCOC(=O)C(NC(=O)c1ccccc1)=C(C)C
→ 0, -0.7, -2, 6, -5, -5, 0.5, ., 0.2
(39) [O-]/C(=C(\C(=S)NCc1ccco1)[n+]1ccccc1)c1ccccc1Br
→ 5, -2.1, -14, 12, -6, -13, 4.6, ., -0.4
(40) CCC1=C2CC[C@H]3C(=O)N(CC(=O)OC)C(=O)[C@H]3[C@H]2[C@@]2(C)C(=NCC(=O)OC)OC(=O)N2C1=O
→ -6, 0.7, 5, -2, -2, -6, -0.6, 0.0, -1.8
(41) O=C1CC(c2ccc(O)cc2)Oc2ccccc21 (stereo not given)
→ 0, -0.1, 0, 3, -3, 2, -0.2, 2.0, 1.1
(42) Cc1ccc(S(=O)(=O)n2nc(C)c(S(=O)(=O)N3CCCCC3)c2C)cc1
→ -1, -1.4, -1, 4, -2, 1, 0.7, -0.8, -1.2
(43) Cc1cnc2ncc3sccc3c2c1
→ 1, -1.2, -4, 21, 5, -2, -0.3, -5.8, -1.8
(44) Cc1ccc(C(=O)NCC(=O)OCC(=O)Nc2ccc(Cl)cn2)cc1
→ 1, -1.2, 11, 16, 8, -4, -0.4, 2.5, -0.6
(45) O=[N+]([O-])c1ccc(Nc2cccc(F)c2)nc1
→ 4, -0.8, -4, 13, -16, -3, -0.8, 2.0, 0.4
(46) COc1ccc(CCCc2nnc(SCC(=O)Nc3ccc(C)c(C)c3)o2)cc1
→ -3, -0.3, -10, 8, -1, -12, -1.4, ., 0.6
(47) O=C(NC(=S)Nc1ccccc1N1CCOCC1)c1ccc(-c2cc(Cl)ccc2Cl)o1
→ -1, -2.5, -4, -6, 4, -3, 0.3, ., -1.8
(48) CCc1cccc(C)c1NC(=O)CN(C)Cc1ccc(Br)cc1
→ -5, -1.7, 41, -7, -13, -9, -0.9, -0.2, -2.3
(49) O=C(Nc1ccc2c(c1)OCO2)C1CCN(Cc2cc3c(cc2O)OCO3)CC1
→ -12, -0.9, -8, -4, -5, -13, 0.0, 1.3, -0.6
(50) CCn1nc(CC(C)C)cc1C(=O)N1CCCC(Nc2ccc(OC)cc2)C1 (stereo not given)
→ -5, 0.2, 4, 21, -2, 14, 1.3, 1.7, -2.4
(51) NC(=S)Nc1ccc2cc[nH]c2c1
→ -3, -0.8, -4, 8, 6, -7, -0.2, 0.9, -1.5
(52) CCC(=O)NNc1ncnc2c1cnn2-c1cccc(C)c1
→ 7, -0.5, -4, -5, -2, -1, -0.8, 1.4, -0.4
(53) COC(=O)c1ccccc1NC(=O)COC(=O)c1ccc(C)c(NC(=O)c2ccco2)c1
→ 0, -3.9, 4, 14, 4, 0, ?, ., -0.2
(54) O=S(=O)(c1cccc2ccccc12)N1CCCCC1
→ 3, -6.0, 18, -6, -2, 1, 0.6, 0.2, -0.1
(55) COc1ccccc1-c1cc2nc(-c3ccccc3)cc(N3CCN(C(=O)c4ccco4)CC3)n2n1
→ -3, -1.0, 3, -48, 9, -5, -0.6, 1.4, .
(56) C#CCn1c(=NC(=O)CSC(C)=O)sc2cc(F)ccc21
→ -1, -0.8, 5, ., ., -4, 0.0, ., 1.5
(57) CCn1cc(C(=O)NCc2ccccc2Cl)cn1
→ 2, -2.3, 2, 1, -8, 40*, 4.5, ., -0.8

Assay outcomes deposited in PubChem by several laboratories.
